Bioassay records from PubChem BioAssay.
D1 antag: Antagonist of Human D 1 Dopamine Receptor: qHTS; D(1A) dopamine receptor (Homo sapiens), P21728; activity change, negative = inhibition, % at 10 µM; AID 504652, 2011; HEK293 TREx D1 cells, calcium flux, dopamine EC80; stronger effect = lower value; 360,000 tested, 3.2% active; in the data active = activity change below about -30%; note: % is set by controls: 0 for no effect and ±100 for the full control effect
Target sequence (P21728 whole entry, looked up): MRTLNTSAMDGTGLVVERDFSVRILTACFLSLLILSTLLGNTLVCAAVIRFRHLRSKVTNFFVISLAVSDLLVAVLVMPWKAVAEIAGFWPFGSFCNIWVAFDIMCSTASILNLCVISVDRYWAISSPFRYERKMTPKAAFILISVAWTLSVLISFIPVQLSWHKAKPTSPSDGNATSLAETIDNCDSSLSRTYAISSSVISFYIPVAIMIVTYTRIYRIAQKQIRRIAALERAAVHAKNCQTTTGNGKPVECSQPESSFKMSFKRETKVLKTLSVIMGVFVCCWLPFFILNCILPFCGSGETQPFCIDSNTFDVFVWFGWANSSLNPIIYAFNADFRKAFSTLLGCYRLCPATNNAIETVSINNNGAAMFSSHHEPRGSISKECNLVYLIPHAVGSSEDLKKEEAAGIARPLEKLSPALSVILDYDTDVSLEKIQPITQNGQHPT
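Allosteric or orthosteric antagonism assessed as attenuation of the calcium response to EC80 dopamine, added 180 s after compound, in induced HEK293 Trex D1 cells loaded with no-wash calcium dye.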
TRHR PAM: qHTS for Small Molecule Agonists and Allosteric Enhancers of Human TRH Receptor: Primary Screen for Enhancers. Thyrotropin-releasing hormone receptor (Homo sapiens), P34981. TRHR cells, fluo-8 calcium fluorescence, EC20 TRH enhancement. enhancement, % at 2 µM. 360,000 tested, 0.66% active; in the data active = enhancement above about 30%; note: 0% is about no effect
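TRHR-expressing cells loaded with fluo-8 calcium dye were read kinetically (ex 480/em 530) during compound addition, then stimulated with an EC20 of TRH (10 nM final). Enhancement of the Gq-mediated intracellular calcium response was scored.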
RXFP1 antagonist: qHTS Assay for Antagonists of the Relaxin Receptor RXFP1; HEK293-RXFP1, relaxin-stimulated cAMP HTRF, 30 min; stronger effect = lower value; AID 1259400, 2018; activity change, negative = inhibition, % at 57.5 µM; 350,000 tested, 0.59% active;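 active = activity change of -60% or lower, but not beyond a set lower limit; inconclusive = change between -60% and -40%, or beyond the set limit; inactive = change above -40%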; note: % is set by controls: 0 for no effect and ±100 for the full control effect
D1 PAM: Potentiators of Human D1 Dopamine Receptor: qHTS | D(1A) dopamine receptor (Homo sapiens), P21728 | HEK293 TREx D1 cells, calcium flux, dopamine EC20 potentiation | potentiation, % at 10 µM | 360,000 tested, 0.036% active; in the data active = potentiation above about 30%; note: 0% is about no effect
Anesthetic bind: qHTS Assay for Identification of Novel General Anesthetics; Ferritin light chain (Equus caballus), P02791; apoferritin/1-aminoanthracene competitive binding, fluorescence; Potency, µM (series often up to 77.5 µM), without a hit: top-dose activity change, negative = displacement, hits mostly inhibitors; 350,000 tested, 0.074% active; AID 485281, 2010; note: potency is the fitted concentration of half-maximal effect; % is set by controls: 0 for no effect and ±100 for the full control effect; nearly all actives have a fitted effect of over 20% in size
Target sequence (P02791 2-175 limits assumed): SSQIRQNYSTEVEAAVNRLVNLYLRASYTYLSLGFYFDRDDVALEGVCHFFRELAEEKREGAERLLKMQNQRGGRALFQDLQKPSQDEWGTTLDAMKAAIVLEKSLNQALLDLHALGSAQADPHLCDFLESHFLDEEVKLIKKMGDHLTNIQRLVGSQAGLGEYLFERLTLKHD
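In PBS, apoferritin at 10 uM is loaded with 1-AMA from a 50% saturated solution. After 10 min of compound exposure at ambient temperature, reduced 535 nm fluorescence indicates probe displacement.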
TRHR ag: qHTS for Small Molecule Agonists and Allosteric Enhancers of Human TRH Receptor: Primary Screen for Agonists | Thyrotropin-releasing hormone receptor (Homo sapiens), P34981 | TRHR cells, calcium flux fluo-8, FDSS agonist mode | activation, % at 2 µM | 360,000 tested, 0.18% active | AID 493084, 2011; in the data active = activation above about 30%; note: 0% is about no effect
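Agonist-mode FDSS calcium read (Ex 480/Em 530, 1 s cycles) in 1536-well TRHR cells with fluo-8 dye, after 10-cycle baseline and 23 nL compound addition; TRH at EC20 (10 nM final) added afterwards for the enhancer phase.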
D1 agonist: Allosteric Agonists of the Human D1 Dopamine Receptor: qHTS; D(1A) dopamine receptor (Homo sapiens), P21728; HEK293 T-REx D1 cells, calcium flux, agonist mode; 360,000 tested, 1% active; activation, % at 2 µM; AID 504660, 2011; in the data active = activation above about 30%; note: 0% is about no effect
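Agonism was scored from calcium flux recorded over 180 s (1 read/s) after pintool compound addition, following a 10-cycle baseline. Cells were inducible force-coupled HEK293 TREx D1, plated overnight at 30 C and loaded with no-wash calcium dye.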
RXFP1 agonist: qHTS Assay for Agonists of the Relaxin Receptor RXFP1 | HEK293T-RXFP1 cAMP TR-FRET, 30 min; response scale: percent of porcine relaxin response, buffer zero | Potency, µM (series often up to 57.5 µM), for the others: at the highest dose activation, actives largely listed as activators | 370,000 tested, 0.3% active | AID 2676, 2010; note: potency is the fitted concentration of half-maximal effect; % is set by controls: 0 for no effect and ±100 for the full control effect; nearly all actives have a fitted effect of over 60% in size; many of its hits are not listed in these tables
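HEK293 cells stably expressing RXFP1, treated 30 min at 37C with compounds plus PDE4 inhibitor Ro 20174; cAMP measured by HTRF TR-FRET. Normalized to buffer and 29 nM porcine relaxin; EC50 by Hill fit.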
D2 potentiator: HTS Assay for Positive Allosteric Modulators of the Human D2 Dopamine Receptor: Primary Screen for Potentiators; HEK293 T-REx D2, calcium flux, EC20 dopamine potentiation; potentiation, % at 10 µM; 340,000 tested, 0.34% active; D(2) dopamine receptor (Homo sapiens), P14416;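 active = potentiation over 3 SD above the plate norm, cut at about 30% in these data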; note: 0% is about no effect
Target sequence (P14416 whole entry, looked up): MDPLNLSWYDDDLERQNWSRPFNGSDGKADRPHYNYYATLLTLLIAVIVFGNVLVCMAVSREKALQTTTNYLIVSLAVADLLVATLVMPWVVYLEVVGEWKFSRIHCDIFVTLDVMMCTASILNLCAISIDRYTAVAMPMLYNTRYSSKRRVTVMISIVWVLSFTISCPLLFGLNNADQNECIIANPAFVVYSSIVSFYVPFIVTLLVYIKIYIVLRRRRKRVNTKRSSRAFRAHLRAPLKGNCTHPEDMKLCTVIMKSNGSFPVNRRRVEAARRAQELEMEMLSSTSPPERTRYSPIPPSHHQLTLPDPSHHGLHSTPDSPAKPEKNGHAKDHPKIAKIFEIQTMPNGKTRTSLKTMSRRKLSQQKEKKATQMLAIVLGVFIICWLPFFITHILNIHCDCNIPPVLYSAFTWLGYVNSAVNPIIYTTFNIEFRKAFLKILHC
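Using a no-wash calcium dye in inducible, force-coupled HEK293 Trex cells expressing D2, we tracked fluorescence each second for 180 s after compound, then for 180 s after EC20 dopamine to detect augmented signalling.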
* marks the source's active call; other numbers are inactive results; u = inconclusive; x = not tested or not shown; [ ] = another dose, or the depositor's remark. Unless noted, calls come from the whole dose curve; as a rule, active = well fitted curve in the direction sought with a large enough effect; inconclusive = small, poorly fitted or top-dose-only effect, or another doubt; inactive = no such curve, though single readings can be large; an effect the other way counts as inactive or inconclusive. These rows are one share of the data. The share of hits here may be higher or lower than overall.

SMILES | D1 antag | TRHR PAM | RXFP1 antagonist | D1 PAM | Anesthetic bind | TRHR ag | D1 agonist | RXFP1 agonist | D2 potentiator
CCOC(=O)C1=C(N)Oc2c(c(=O)[nH]c3ccccc23)C1c1ccccc1 (stereo unspecified) | -87* | 6 | 5 | -3 | -6% | -1.3 | 3 | 1.1% | 7
CCOC(=O)CNc1nc(OCC#N)nc(N2CCOCC2)n1 | 12 | -4 | 6 | 5 | -4% | 0.4 | 4 | 2.1% | -6
C=CCNC(=O)C(C(=O)OCC)C1CCCCC1 (stereo unspecified) | -8 | 1 | 6 | -5 | -8% | -0.1 | 2 | -0.1% | -3
CCOc1ccc(C(=O)c2cn(CC(=O)Nc3ccc(C)c(C)c3)c3ccc(OCC)cc3c2=O)cc1 | 5 | 9 | x | -2 | -5% | 0.9 | 2 | 16% | -4
c1cncc(-c2nc(NCCCn3ccnc3)c3ccccc3n2)c1 | -38* | -6 | -10 | 1 | -3% | -0.4 | 0 | 6.9% | 2
C=CCn1c(SCC(=O)N(CC)C2CCS(=O)(=O)C2)nnc1-c1ccccc1 (stereo unspecified) | 4 | 0 | -1 | 4 | x | 0.5 | 0 | -1.3% | 6
Cc1cc(OC(C)C(=O)N(Cc2ccc(N(C)C)cc2)Cc2ccco2)ccc1Cl (stereo unspecified) | -5 | 0 | -15 | -1 | 37%[activator] | 0.1 | 1 | -2.6% | -1
Cc1ccc(C)c(S(=O)(=O)N2CCN(C(=O)c3ccc(C)s3)CC2)c1 | 1 | -7 | -12 | 3 | -8% | -1.5 | 9 | -1.9% | -7
FC(F)(F)c1ccc(C2=Nc3ccccc3NC(c3cccs3)=N2)cc1 | 14 | -5 | -29 | -1 | u | -0.6 | 1 | 2.5% | 11
Cc1cc(C)c2nc(NC(=O)CN3C(=O)NC4(CCCC4)C3=O)sc2c1 | -4 | 7 | -16 | -5 | x | 0.0 | 0 | -0.4% | 2
CCOC(=O)N1CCN(C(=O)c2cc(S(=O)(=O)N3CCCC3)cn2C)CC1 | 8 | 19 | -4 | 2 | -2% | -1.4 | 9 | 3.9% | -3
O=C1CC(c2ccc(Cl)cc2)c2cc3c(cc2N1)OCCO3 (stereo unspecified) | 8 | 7 | x | -1 | -7% | 0.9 | 17 | -0.1% | 19
CCCCOc1ccc(CNC(=O)c2cnc3sc(N4CCCCCC4)nn3c2=O)cc1 | -1 | 4 | 3 | -4 | 3% | 0.5 | 1 | -2.7% | 2
COc1ccc(CNC(=O)c2cnn(-c3ccc(F)cc3)c2-n2cccc2)cc1 | -11 | 3 | x | -3 | -6% | -1.2 | 16 | 0.3% | 4
CCC(C)NC(=O)C1c2ccccc2C(=O)N1Cc1ccc(F)cc1 (stereo unspecified) | -4 | -1 | 15 | 3 | 1% | -0.5 | -1 | 1.1% | -2
CCc1ccc(S(=O)(=O)Nc2ccc(-c3ccc4nncn4n3)cc2)s1 | -19 | 9 | -5 | -9 | x | 0.1 | 0 | 4.0% | 15
CC(C1CC1)N(C(=O)c1ccccc1[N+](=O)[O-])c1ccccc1 (stereo unspecified) | -15 | 1 | -6 | -1 | -14% | 0.0 | -1 | -1.0% | 14
CCc1ccccc1NC(=O)CC(C)S(=O)(=O)c1ccc2c(c1)NC(=O)CO2 (stereo unspecified) | -26 | -2 | 3 | -1 | -9% | 0.0 | -1 | 3.0% | 4
CC(C)(C)c1cc(C(=O)NNC(=O)c2ccc(Cl)cc2)no1 | -19 | 1 | -4 | -3 | -3% | -1.3 | 3 | 0.0% | 6
O=S(=O)(NC1CCCCC1)c1cccc2nsnc12 | 5 | 3 | 27 | -9 | -3% | 0.3 | 3 | -1.1% | -5
Cc1ccc(C(=O)OCC(=O)c2c(N)n(C)c(=O)n(C)c2=O)cc1S(=O)(=O)N1CCOCC1 | -5 | 9 | 5 | x | x | 0.2 | 4 | 1.8% | 0
COc1cccc(N2CC(NC(=O)c3ccc(S(=O)(=O)N4CCOCC4)cc3)CC2=O)c1 (stereo unspecified) | x | -2 | -4 | 1 | -5% | 0.4 | 0 | 2.6% | 15
C[C@@H]1C(=O)O[C@@H]2[C@H](O)C34[C@H]5C[C@@H](C(C)(C)C)C36[C@H](OC(=O)[C@@H]6O)OC4(C(=O)O5)[C@@]12O (stereo partly specified) | 4 | 0 | x | -2 | 2% | 0.4 | -1 | 0.7% | 7
COc1ccc(CN2CCNC(=O)C2CC(=O)NCc2ccc(C)s2)c(OC)c1 (stereo unspecified) | 48 | -3 | 0 | -3 | -15% | 0.1 | 1 | 1.6% | -5
CC(=O)c1cccc(-c2csc(N3CCC(C(N)=O)CC3)n2)c1 | -18 | 2 | x | -9 | x | -1.0 | -1 | -0.2% | x

Next part; the last 5 above are carried over.
SMILES | D1 antag | TRHR PAM | RXFP1 antagonist | D1 PAM | Anesthetic bind | TRHR ag | D1 agonist | RXFP1 agonist | D2 potentiator
Cc1ccc(C(=O)OCC(=O)c2c(N)n(C)c(=O)n(C)c2=O)cc1S(=O)(=O)N1CCOCC1 | -5 | 9 | 5 | x | x | 0.2 | 4 | 1.8% | 0
COc1cccc(N2CC(NC(=O)c3ccc(S(=O)(=O)N4CCOCC4)cc3)CC2=O)c1 (stereo unspecified) | x | -2 | -4 | 1 | -5% | 0.4 | 0 | 2.6% | 15
C[C@@H]1C(=O)O[C@@H]2[C@H](O)C34[C@H]5C[C@@H](C(C)(C)C)C36[C@H](OC(=O)[C@@H]6O)OC4(C(=O)O5)[C@@]12O (stereo partly specified) | 4 | 0 | x | -2 | 2% | 0.4 | -1 | 0.7% | 7
COc1ccc(CN2CCNC(=O)C2CC(=O)NCc2ccc(C)s2)c(OC)c1 (stereo unspecified) | 48 | -3 | 0 | -3 | -15% | 0.1 | 1 | 1.6% | -5
CC(=O)c1cccc(-c2csc(N3CCC(C(N)=O)CC3)n2)c1 | -18 | 2 | x | -9 | x | -1.0 | -1 | -0.2% | x
O=C(NCc1ccccc1)c1cc(=O)nc2sc(-c3ccccc3)nn12 | 8 | 4 | -10 | -1 | -18% | 0.1 | 1 | 1.9% | 4
Cc1cc(C)c(C(=O)CC(=O)c2ccccc2Cl)c(O)c1 | 2 | 7 | -11 | 6 | u | 0.3 | 8 | 2.7% | 2
CCOC(=O)c1c(CN2CCN(C)CC2)n(C)c2cc(Br)c(OC)cc12 | -10 | -4 | 4 | 8 | 1% | -0.2 | 5 | 0.0% | -9
CCN(CC)CCNC(=O)C(C)c1nn(C)c(=O)c2ccccc12 (stereo unspecified) | 4 | 8 | -4 | 3 | -9% | 0.1 | 0 | -0.5% | -1
O=S(=O)(Nc1ccc(Cl)cc1)c1cccc2cccnc12 | 0 | 7 | -18 | 4 | -6% | 0.8 | 2 | 3.3% | 9
O=C(O)CCc1nn2c3ccccc3n(CC(=O)c3cccs3)c2nc1=O | 17 | 0 | 3 | -7 | -2% | -1.4 | 2 | 6.2% | -2
O=C(NC1CCCN(Cc2ccc(Cl)cc2)C1)c1cnc2ccccn2c1=O (stereo unspecified) | -12 | 2 | -8 | 3 | u | 0.4 | -2 | 28% | 17
CN(C)c1ccc(CNC(=O)CCCN2C(=O)CCn3nc(-c4cn(C)c5ccccc45)cc32)cc1 | 8 | 6 | -8 | -2 | -4% | -0.8 | 1 | -1.3% | 6
COc1ccccc1NS(=O)(=O)c1ccc2oc(SCC(=O)N3CCNC3=O)nc2c1 | 1 | 12 | -6 | -4 | x | 0.8 | 1 | -0.3% | 11
CN(CC(=O)Nc1ccc(SC(F)F)cc1)C1CCCCC1 | 11 | 3 | -26 | 0 | -15% | 0.8 | 0 | 1.2% | -9
COc1cccc(NC(=O)c2ccc(Cn3cc([N+](=O)[O-])cn3)o2)c1 | -1 | 4 | 4 | -2 | 2% | -0.7 | 7 | 2.5% | 0
Cn1c(=O)c2c(nc(Oc3ccc4ccccc4c3)n2C)n(C)c1=O | 0 | -9 | 13 | -1 | -9% | -2.3 | 5 | 2.7% | 9
S=C(Nc1ccccc1)Nc1ccc2cn[nH]c2c1 | 10 | 1 | -4 | 4 | -4% | 0.2 | 0 | 1.1% | 11
COc1cc(OC)cc(C(=O)NC(C(=O)Nc2ccc3c(c2)OCO3)C(C)C)c1 (stereo unspecified) | -9 | 0 | 9 | x | x | 0.9 | 3 | 0.8% | -1
Cc1cc(N2C(=O)C3C4CC(c5ccccc5)C(C4)C3C2=O)no1 (stereo unspecified) | 4 | 0 | -21 | -6 | -8% | 0.3 | 2 | 0.0% | -9
FC(F)(F)c1cccc(-c2nc(COc3ccc(Cl)cc3Cl)no2)c1 | -2 | 4 | -2 | 0 | 7% | 3.1 | 21 | 0.2% | -2
NC(=S)NN=C1c2cc(OCCN3CCOCC3)ccc2-c2ccc(OCCN3CCOCC3)cc21 | -3 | -3 | -1 | -1 | 7% | -1.5 | 2 | -3.8% | 3
COc1ccc(CCNC(=O)c2cc(-c3ccc(C)c(C)c3)nc3ccccc23)cc1OC | -6 | 1 | -23 | -3 | u | 0.8 | 0 | 3.7% | 19
COC(=O)c1ccc(-n2nnnc2SCC(=O)NCc2cccc(C(=O)O)c2)cc1 | -1 | 1 | 15 | 1 | 13% | 0.8 | 3 | 0.1% | x
O=C1CC(SCCc2nc3ccccc3[nH]2)C(=O)N1c1ccc(F)cc1 (stereo unspecified) | -9 | 5 | 5 | 0 | -14% | -0.4 | 1 | 0.1% | 9
O=C(Cc1coc2cc3c(cc12)CCC3)OCC(=O)N1CCCC1=O | -13 | -2 | -4 | -4 | -16% | -1.7 | 4 | -1.4% | -9
COc1ccccc1C(=O)N/C(=C/c1ccc2c(c1)OCO2)C(=O)Nc1ccc(C(=O)O)cc1 | -1 | 15 | -3 | -6 | -6% | 0.1 | 1 | 3.0% | -2
CCc1ccc(Nc2ncc3c(n2)CC(c2ccco2)CC3=O)cc1 (stereo unspecified) | -4 | 6 | -10 | 1 | u | -1.3 | 3 | 0.4% | 3
Clc1cccc(CN2CCCCCC2)c1 | -20 | -1 | 0 | -2 | -17% | 0.2 | -3 | -2.2% | 9
